hcGAS inh – Primary biochemical luminescence assay for human cyclic GMP-AMP synthase inhibitors; Q8N884; recombinant h-cGAS, ATP depletion, Kinase-Glo luminescence; inhibition, % at 12.5 µM; 0.081% of 290,000 active; AID 1259398, 2018;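 also: 0% = vehicle reaction and 100% = reaction without DNA for no activity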
Target sequence (Q8N884 whole entry, looked up): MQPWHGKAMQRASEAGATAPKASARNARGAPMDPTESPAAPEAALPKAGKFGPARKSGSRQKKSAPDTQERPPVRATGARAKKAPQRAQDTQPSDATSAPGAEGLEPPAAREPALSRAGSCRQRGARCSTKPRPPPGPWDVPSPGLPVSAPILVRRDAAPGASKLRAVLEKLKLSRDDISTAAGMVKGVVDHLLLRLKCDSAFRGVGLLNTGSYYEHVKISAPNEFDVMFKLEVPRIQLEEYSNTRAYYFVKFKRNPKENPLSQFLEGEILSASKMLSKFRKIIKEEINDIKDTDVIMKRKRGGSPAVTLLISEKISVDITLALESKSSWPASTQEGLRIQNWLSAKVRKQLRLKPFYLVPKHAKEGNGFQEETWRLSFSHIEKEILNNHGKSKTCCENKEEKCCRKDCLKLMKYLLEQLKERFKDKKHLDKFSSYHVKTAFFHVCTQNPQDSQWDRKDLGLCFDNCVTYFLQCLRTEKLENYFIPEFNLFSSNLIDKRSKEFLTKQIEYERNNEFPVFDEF
NPYLR7 agonist – agonists of mosquito NPYLR7 receptor, primary screen, cell-based, Aedes aegypti, calcium fluorescence, mosquito biting behavior; activation, % at 10 µM; Aedes aegypti neuropeptide Y-like receptor 7 (NPYLR7); AID 1259423, 2018; HEK293T NPYLR7/Galpha15, GCaMP6s calcium fluorescence; 0.15% of 270,000 active; in the data active = activation above about 40%;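 also: 0% = vehicle and 100% = reference agonist at the receptor; some compounds past the cut are filed as inactive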
mcGAS lum – cyclic GMP-AMP synthase inhibitors, mouse, primary biochemical chemiluminescence; Q8C6L5; recombinant cGAS, Kinase-Glo ATP depletion luminescence; inhibition, % at 12.5 µM; 0.15% of 160,000 active; AID 1259399, 2018;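 also: 0% = negative control wells and 100% = reference inhibitor with no enzyme activity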
* marks the source's active call; other numbers are inactive results; x = no result given; & = joins results of further samples. Rule as the data show it, unless noted: active = inhibition above about 40%; inactive = the rest.

SMILES | hcGAS inh | NPYLR7 agonist | mcGAS lum
CC(C)C(C(=O)O)N1C(=O)/C(=C/c2cccs2)SC1=S (stereo not given) | 0 | -1 | 6
CC(C)(C)OC(=O)N1CCCc2ccc(NC(=O)c3cn[nH]n3)cc21 | 5 | -4 | 9
CCc1ocnc1C(=O)NC1CC(=O)N(CCc2cccc(Cl)c2)C1 (stereo not given) | -5 | 9 | x
COc1ccc(C2CC(c3ccccc3)=Nc3ncnn32)cc1OC (stereo not given) | -9 | 17 | x
CCCC(Sc1nnc(Cc2ccccc2)n1-c1cccc(C(F)(F)F)c1)C(=O)OCC (stereo not given) | 3 | x | 3
C/C=C/c1cccc(/C=N\NC(=O)c2ccc(=O)[nH]n2)c1O | -9 | 0 | x
CCOC(=O)C1CCN(C(=O)c2cccc(Nc3c(Oc4ccc(C)cc4C)cnn(C)c3=O)c2)CC1 | -4 | 6 | -4
CCN(C)c1nc(-c2ccc(F)c(Cl)c2)c2c(N)n(C)nc2n1 | -4 | 6 | x
Cc1cccc(N2CCN(c3c(C)c(C)nc4c(-c5ccccc5)cnn34)CC2)n1 | -4 | -9 | -7
Cc1ccc2sc(NNC(=O)c3ccc(S(=O)(=O)N4CCc5ccccc5C4)cc3)nc2c1C | 2 | -3 | 0
CN(C)CC(C)(C)CNC(=O)C1CCCN1c1cc(Nc2cccc(Br)c2)ncn1 (stereo not given) | -4 | -1 | -3
CCOC(=O)c1[nH]c(C)c(C(=O)C(C)N(CCOC)S(=O)(=O)c2ccc(Br)cc2)c1C (stereo not given) | 5 | x | 0
CCc1ccc(S(=O)(=O)Nc2ccc3c(c2)CCN3C(C)=O)cc1 | -8&0 | -5&-5 | x
CN(Cc1nc(Cc2ccccc2F)no1)CC1(N2CCOCC2)CCCCC1 | -8 | 1 | x
O=C(O)C1CCCN1c1nc(Cc2ccc(F)cc2)ns1 (stereo not given) | -5 | 0 | x
O=C(CSc1nccc(=O)[nH]1)c1cc2ccccc2o1 | 4 | -5 | x
O=C(NNS(=O)(=O)c1cccc(Cl)c1Cl)c1csc(N2CCOCC2)n1 | -1 | 8 | x
COc1cc(=O)n(-c2ccccc2)nc1C(=O)NC(c1ccccc1)c1ccccc1 | -5 | 1 | x
CCOc1ccccc1N1CCN(C(=O)COC)C(C)C1=O (stereo not given) | -5 | 19 | -5
CCOC(=O)C(NC(=O)c1cccnc1)(NN1CCN(C)CC1)C(F)(F)F (stereo not given) | -5 | 18 | x

Of the compounds above, these have a COOH group:
SMILES | hcGAS inh | NPYLR7 agonist | mcGAS lum
CC(C)C(C(=O)O)N1C(=O)/C(=C/c2cccs2)SC1=S (stereo not given) | 0 | -1 | 6
O=C(O)C1CCCN1c1nc(Cc2ccc(F)cc2)ns1 (stereo not given) | -5 | 0 | x

Remaining list, next part.
SMILES | hcGAS inh | NPYLR7 agonist | mcGAS lum
COc1ccc2c(c1)CCc1cc(CCC(=O)N3CCN(c4ccccc4)CC3)n(CCc3cccc(F)c3)c1-2 | -5 | 22 | -5
O=C1NC(=S)N/C1=C/c1cc(Cl)c(O)c(Cl)c1 | 12 | 17 | 12
Cc1nc(C2CCCN(C(=O)c3ccc(=O)n(C)n3)C2)sc1C (stereo not given) | -13 | 3 | x
CC1Cc2ccccc2N1C(=O)C(=O)N1CCN(C)C2(CCN(C)CC2)C1 (stereo not given) | -2 | -3 | x
CCOc1ccc(C(C)C)cc1S(=O)(=O)NCCOc1ccc(-c2ccc(OC)cc2)nn1 | -1 | -12 | -1
CCCCc1ccc(-n2c(C)cn3c4c(=O)n(CCOC)c(=O)n(C)c4nc23)cc1 | -3 | 4 | -9
Cc1sc2ccccc2c1-c1nccn1CCCn1ccnc1 | -6 | 26 | -9
CC(c1cccnc1)N1CCN(Cc2coc(-c3ccccc3)n2)CC1 (stereo not given) | -11 | 3 | x
CCc1nc2ccc(C(=O)NC(C)(C)C)cn2c1N(CC)Cc1cccc(Br)c1 | -2 | 7 | -3
Cc1ccc(NC(=O)Cn2cnc3ncccc3c2=O)cc1 | -17 | 1 | x
COc1ccc(Cn2c(C)nc3c(c(=O)c4ccccc4n3C)c2=O)cc1 | -2 | 4 | x
COc1ccc(-c2cc(C(=O)N3CCc4ccccc4C3)c(C)n2-c2cccc(OC)c2)cc1 | -4 | x | -3
Cc1c(Cl)cccc1NC(=O)Cn1cccc(-c2nc(-c3ccccc3)no2)c1=O | -7 | x | -9
CC(C)(C)P(=NC(=S)NN=Cc1cccnc1)(N1CCOCC1)N1CCOCC1 | -4 | 0 | -4
COc1ccccc1C(=O)N1CCC(n2c(=O)oc3ccc(C)cc32)CC1 | -8 | 6 | -6
Nc1cnc2nc(N)[nH]c(=O)c2c1 | 7 | 2 | x
c1ccc2oc(-c3nn4c(CN5CCCCC5)nnc4s3)cc2c1 | -5 | 11 | -3
CCN(C(=O)CN1C(=O)NC(CCSC)C1=O)C1CCS(=O)(=O)C1 (stereo not given) | -2 | 0 | x
CC(=O)Nc1ccc(C(=O)N(C)Cc2nnc3n2CCCCC3)cc1 | -8 | 6 | x
Cc1cc(C(=O)NCCC2CN(Cc3ccco3)CCO2)n[nH]1 (stereo not given) | -4 | -3 | -11

3 entries already listed, arranged by length of the SMILES, lowest first.
SMILES | hcGAS inh | NPYLR7 agonist | mcGAS lum
Nc1cnc2nc(N)[nH]c(=O)c2c1 | 7 | 2 | x
O=C1NC(=S)N/C1=C/c1cc(Cl)c(O)c(Cl)c1 | 12 | 17 | 12
CCOc1ccc(C(C)C)cc1S(=O)(=O)NCCOc1ccc(-c2ccc(OC)cc2)nn1 | -1 | -12 | -1

Continuation:
SMILES | hcGAS inh | NPYLR7 agonist | mcGAS lum
c1ccc(-c2nc[nH]c2-c2cccn2-c2ccccn2)cc1 | 0 | 20 | -8
CCOc1cccc(CNS(=O)(=O)c2ccc3c(c2)n(C)c(=O)n3C)c1 | -7 | -6 | -17
CCc1cc(C(=O)N(CCN2CCCCC2)CC2CCCN(C3CCCC3)C2)n(C)n1 (stereo not given) | -2 | 6 | x
Cc1cc(C(=O)NCC2(O)CCOCC2)c(C)n1-c1cccc(Br)c1 | -8 | -2 | -15
Cc1cccc(-c2noc(CS(=O)Cc3ccccc3Cl)n2)c1 (stereo not given) | -8 | 6 | x
COc1cccc(-c2[nH]ncc2C(=O)N2CCC3(CCNC(=O)CC3)CC2)c1 | -8 | x | -13
CC(C)c1cc(C2CCN(C(=O)c3cccc(Cn4cccn4)c3)CC2)[nH]n1 | -6 | -4 | -17
COc1ccc(NC2CCCN(C(=O)c3ccccc3-n3cncn3)C2)cc1 (stereo not given) | -2 | 6 | x
C=CC[C@H]1CC(C)=C[C@H](CC=C)N1C(=O)c1cnc2cccc(C)n2c1=O | 2 | 10 | x
CCCCc1ccc(C(=O)N2CCN(c3nc(C)nc(C)c3Cc3cccc(C(F)(F)F)c3)CC2)cc1 | -2 | -2 | -1
CC(=O)NCC(=O)OCC(=O)N1c2ccccc2Sc2ccccc21 | -8 | 0 | x
Cc1cccc(OCC(=O)N2CCOC(COCc3ccc(F)cc3Cl)C2)c1C (stereo not given) | -6 | 28 | x
COc1cccc(CCNCc2c(C(=O)N3CCOCC3)nc3ccccn23)c1 | 5 | -6 | x
COC(=O)c1sccc1NS(=O)(=O)c1cc(F)ccc1F | -15 | 14 | -2
Cc1cc(C)n(CCC(=O)NC(C)c2ccc3c(c2)OCCCO3)c(=O)n1 (stereo not given) | -10 | 5 | x
Clc1ccc(-c2ccc3nnc(-c4ccccc4)n3c2)cc1 | -5 | 3 | -7
COc1cccc(CC2CN(C(=O)c3ccc(S(N)(=O)=O)cc3)CCO2)c1 (stereo not given) | -11 | 9 | -15
CCOC(=O)c1nn(C)c2c1CN(C(=O)c1ccc3c(c1)OCO3)CC2 | -1 | 22 | -5
CCc1cccc2c3c([nH]c12)CCC(NC(=O)Cc1ccccc1F)C3 (stereo not given) | -2 | 1 | -5
CC1(C(=O)NC2Cc3ccccc3C2)CCN1S(=O)(=O)c1ccccc1 (stereo not given) | 1 | 8 | x
O=c1oc2ccc(Br)cc2cc1-c1nnc(Nc2ccccc2F)s1 | 2 | -3 | 1
CC1CCCCC1NC1=NCCS1 (stereo not given) | -6 | -4 | x
O=C(c1cc(-c2ccc(F)cc2)nc2cc(-c3ccccc3)nn12)N1CCN(c2ccccc2F)CC1 | -10 | 10 | -10
CC(C)(C)NC(=O)N1CCN(C(C(=O)NCc2ccc(F)cc2)C2CCCC2)CC1 (stereo not given) | -3 | -6 | -4
CC(C)c1ccc([C@H]2[C@@H]3CCCC=C3C(C#N)C(=N)C2(C#N)C#N)cc1 (stereo not given in full) | -3 | 22 | -3
CC(C)OC(=O)NC(C)(C(F)(F)F)C(F)(F)F | 2 | x | -2
O=C(Nc1cccc(Cl)c1SC(F)F)C1CCCC1 | -11 | 13 | x
COc1ccccc1NC(=O)c1sc2ccccc2c1Cl | 2 | -5 | 1
COc1ccc(OC)c(C2SCCN2S(=O)(=O)c2cccc3ccccc23)c1 (stereo not given) | 3 | -4 | x
CC(c1nc(C2CC2)no1)N1CC2CCCN(c3nnnn3C)C2C1 (stereo not given) | -6 | -1 | x
CCOC(=O)c1nn(-c2ccc(C)cc2)c(=O)c2c(NC(=O)c3ccc(C)cc3)scc12 | -5 | -2 | -8
COc1ccc(CCN(Cc2ccc(C)s2)C(=O)CN(C(=O)Nc2ccc(C)c(C)c2)C2CC2)cc1OC | -7 | -1 | -6
CCNC(=S)N1CCC(C(NC(=O)c2ccc3c(c2)OCO3)C(=O)N2CCCC2)CC1 (stereo not given) | -4 | -4 | -3
O=S(=O)(Nc1nc2c(F)cc(F)cc2s1)c1ccc(F)cc1F | -3&-1 | 0&8 | 0
N#CC1(NC(=O)CSc2nnnn2C2CC2)CCCC1 | -9 | 10 | -7
Cc1ccc[n+](C2=C(c3c(C)[nH]n(-c4ccc(F)cc4)c3=O)C(=O)N(Cc3ccc(F)cc3)C2=O)c1 | 0 | 3 | -8
Cc1ccoc1C(=O)N1CCCN(Cc2noc(C(C)(C)C)n2)CC1 | -6 | 8 | x
CC(=O)Oc1c(-c2ccc(N)cc2)c(-c2cccc(C)c2)nn1-c1cccc(F)c1 | -3 | 35 | x
N#CC(=Cc1ccc(Cl)cc1)C(N)=O | -3 | 17 | x
CCC(NC(=O)c1nn(C)c(=O)c2ccccc12)c1nc(C)c(C)s1 (stereo not given) | -2 | 4 | x

Taken from above:
Value for Cc1ccc[n+](C2=C(c3c(C)[nH]n(-c4ccc(F)cc4)c3=O)C(=O)N(Cc3ccc(F)cc3)C2=O)c1 under NPYLR7 agonist: 3
Value for CC(C)c1ccc([C@H]2[C@@H]3CCCC=C3C(C#N)C(=N)C2(C#N)C#N)cc1 (stereo not given in full) under hcGAS inh: -3

Continuation.
SMILES | hcGAS inh | NPYLR7 agonist | mcGAS lum
COCc1ccc(C(=O)N2CCCN(CC3CC3)C(C(C)C)C2)o1 (stereo not given) | -7 | 8 | -14
COC(=O)c1sc2nc(CN3CCCC(C)C3)ccc2c1NC(=O)c1ccco1 (stereo not given) | -7 | 30 | -11
O=C1CN(S(=O)(=O)c2ccc(F)cc2)CC(Cn2c3ccccc3c3ccccc32)O1 (stereo not given) | -7 | -1 | -5
O=C(O)c1c[nH]c2ccc(S(=O)(=O)NCc3cccc(Cl)c3)cc2c1=O | -5 | -2 | 1
Cc1cccc(Cn2cccc2CN(CCN2CCOCC2)Cc2cccc(F)c2F)c1 | -3 | 2 | -3
CCOCCC(=O)N1CCN(Cc2ccc(-c3noc(CC(C)C)n3)cc2)CC1 | 1 | -6 | 0
CC(C)NC(=O)c1cnn2c1NC(c1cccs1)CC2C(F)(F)F (stereo not given) | -5 | -3 | -4
CC(C)N(CC(=O)Nc1ccon1)C(=O)c1ccc([N+](=O)[O-])cc1 | -4 | 17 | x
CCCCc1c(-c2ccccc2)ncn1C(CC)c1ccnn1C (stereo not given) | -7 | 2 | -11
COCC1CN(C(=O)c2ccc(Oc3cccnc3)cc2)CCO1 (stereo not given) | 1 | 3 | x
O=C(Nc1c(F)cc(F)cc1F)c1sc2ccccc2c1Cl | -4 | 2 | -5
CCC(COC)NC(=O)c1ccc(-c2cc(-c3cccc(C(F)(F)F)c3)n[nH]2)cc1 (stereo not given) | -7 | 4 | -7
CCCOc1ccc(CN)c(OC(F)F)c1 | -18 | -4 | x
CC(C)Oc1cnn(-c2ccc(Cl)cc2)c(=O)c1Nc1cccc(C(=O)N2CCCC2)c1 | 0 | 7 | -3
COc1ccc(CCOC(=O)[C@@H]2CCCN2C(=O)Nc2ccc(Cl)c(C(F)(F)F)c2)cc1OC | -2 | 6 | -3
O=C(c1cc(Br)cnc1N1CCCCC1)N1CCCC(CO)C1 (stereo not given) | 5 | 3 | x
O=C(CNC(=O)c1ccco1)N=Nc1c(O)n(Cc2ccc3c(c2)OCO3)c2ccccc12 | -4 | -4 | -5
O=S(=O)(Nc1ccccn1)c1ccc(C2CCCCC2)cc1 | -5 | 8 | x
CC(C)C(C)(CNC(=O)OC(C)(C)C)NC(=O)CCc1cccnc1 (stereo not given) | -5 | -1 | x
CC(C)Cc1ccc(C2CC(=O)Nc3[nH]ncc32)cc1 (stereo not given) | 2 | -1 | 5
O=S(=O)(c1cccs1)N1CCN(Cn2nc3ccccn3c2=S)CC1 | -4 | 4 | x
C=CCC(C)(C)CN1CCC(=O)NCC1C (stereo not given) | -8 | x | -4

High-throughput results from PubChem BioAssay.

An unsorted share of the library; any-hit rate near 0.26%.
